HIF activator: HIF pathway transcriptional activators, primary screen, cell-based, U2OS HRE-luciferase, luminescence. U2OS HRE-luciferase reporter; normalized: DMSO 0%, desferrioxamine 100%. activation, % at 7.5 µM (by protocol). 300,000 compounds, 0.32% hits. AID 1910, 2009;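 active = mean activation of at least 10% of the iron chelator positive control signal, with at least half of replicates also reaching 10%; inconclusive = mean and replicate majority disagree about reaching 10%; inactive = mean and most replicates under 10%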
HSF-1 act: HSF-1 activators, primary screen, NIH3T3-HGL cells, MG132 stress, luminescence, single point; NIH3T3-HGL HSF-1 luciferase reporter, 8 h; 100% = twice DMSO control signal; activation, % at 9 µM; 300,000 compounds, 1.7% hits;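 active = mean replicate activation of at least 50% with a set share of replicates each reaching 50%; inconclusive = only one of those two conditions met; inactive = mean below 50% and too few replicates reaching it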;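 note: 0% = median of the neutral control wells and 100% = twice that signal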
HSP90 inh: HSP90 inhibitors, primary screen, cell lysate, luminescence; Heat shock protein HSP 90 (rabbit reticulocyte lysate; luciferase refolding); Rabbit reticulocyte lysate, luciferase refolding luminescence, 3 h; inhibition, % at 5.6 µM; 290,000 compounds, 0.91% hits; AID 1789, 2009;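 active = inhibition above the screen-wide mean plus 3 SD, computed separately per campaign, cut at about 16% in these data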;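 note: 0% = DMSO wells and 100% = 60 µM geldanamycin wells; inhibitors lower the luminescence because luciferase stays unfolded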
SKKanGAS inh: S. pyogenes SKKanGAS growth inhibitors in kanamycin, primary screen, streptokinase expression inhibitor project, SKKanGAS strain, BacTiter-Glo luminescence. 300,000 compounds, 1.3% hits. inhibition, % at 7.5 µM. 6 h;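 active = mean replicate score, as percent of positive control median, at least 50; inconclusive = mean below 50 but one replicate at or above 50; inactive = mean and every replicate below 50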;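 note: strain carries kanamycin resistance gene driven by streptokinase promoter and grows in 40 µg/ml kanamycin; loss of luminescence reflects streptokinase promoter inhibition or plain growth inhibition; 0% = median of DMSO wells and 100% = positive control at its reference dose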
Platelet DG rel: inhibitors of platelet dense granule secretion, primary screen, cell-based, MLPCN, human platelets. human platelet-rich plasma, SFLLRN dense granule ATP release, luminescence. inhibition, %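 (compounds screened at 7.5 µM in platelet-rich plasma)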. 300,000 compounds, 0.22% hits;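 active = mean replicate score, as percent of positive control, at or above 50; inconclusive = mean below 50 but at least one replicate at or above 50; inactive = mean and every replicate below 50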
AI-2 QS modul: Vibrio harveyi AI-2 quorum sensing modulators, primary screen, JMH597 strain, luminescence/OD600 ratio | activity change, % at 7.5 µM | 300,000 compounds, 0.4% hits | Vibrio harveyi JMH597 AI-2 luminescence/OD600 ratio, 9 h; stronger effect = lower value; strain lacks LuxN and CqsS sensors; 0 = neutral-control median | AID 2094, 2009; in the data active = activity change below about -75%, passing the limit was not always enough; inconclusive = no clear call, values can overlap the other calls;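 note: luminescence divided by OD600 gain over 9 h not by final OD600 alone; inactives centre near 13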
HSF1 inhib: HSF1 inhibitors in luciferase reporter cells, primary screen, cell-based, NIH3T3, luminescence; NIH3T3-HGL HSE-luciferase, MG132-induced, luminescence 8 h; stronger effect = lower value; activity change, negative = inhibition, % at 7.5 µM (by protocol); 300,000 compounds, 0.77% hits; AID 2098, 2009;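 active = more than half of replicate wells show activity change below -50%, luminescence cut by over half; inconclusive = some wells, but at most half, below -50%; inactive = no replicate well below -50%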;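 note: luciferase reports HSF-1 transcriptional activity via heat shock element; 0% = median of DMSO wells and -100% = zero luminescence signal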
KLF5 inh: KLF5 expression inhibitors, primary screen, DLD-1 cells, luminescence; DLD-1 KLF5 promoter-luciferase reporter; inhibition, % at 5 µM; 290,000 compounds, 0.23% hits;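 active = inhibition above a per-plate limit of that plate's mean compound inhibition plus 3 SD, cut at about 60% in these data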;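 note: 0% = DMSO wells and 100% = LY294002 at 200 µM; higher means less KLF5 promoter-driven luciferase light; inactives centre near -14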
aSyn 5UTR inh: MLPCN primary screen, SNCA 5' untranslated region; alpha-synuclein 5'UTR reporter, inhibitor activity; inhibition, % (tested at 7.5 µM); 300,000 compounds, 0.82% hits; AID 1813, 2009; in the data active = inhibition above about 60%; inconclusive = no clear call, values can overlap the other calls;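 note: H4 neuroglioblastoma cells stably carrying SNCA 5'UTR luciferase fusion; 0% = DMSO wells and 100% = positive control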
IEC-6 cytotox: cytotoxicity in IEC-6 intestinal epithelial cells, primary screen, cytotoxicity control for KLF5 inhibitor project, cell-based, luminescence. IEC-6 cytotoxicity, luminescence viability. inhibition, % at 5 µM. 290,000 compounds, 0.78% hits; in the data active = inhibition above about 22%;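 note: 0% = plate median of test compound wells and 100% = cytotoxic reference compound wells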
Starred values were filed as active, the others as inactive; ? = inconclusive; · = no result given. Not a hit list; about 6% have a hit in one of these screens.

SMILES	HIF activator	HSF-1 act	HSP90 inh	SKKanGAS inh	Platelet DG rel	AI-2 QS modul	HSF1 inhib	KLF5 inh	aSyn 5UTR inh	IEC-6 cytotox
CN(C)c1ccc(/C=C/C(=O)c2cc(Cl)ccc2O)cc1	1.2	13	0	27	·	14	14	-31	-96	0
NC(=O)CCn1c(C(=O)c2ccc(Cl)cc2)c2ccccc2[n+]1[O-]	-0.1	10	-4	-2	-2	8	4	-7	-35	8
CCSCCc1nnc(NC(=O)Nc2cccc(C(F)(F)F)c2)s1	1.0	-36	2	12	4	2	-16	-20	25	3
COc1ccc(-c2oc3cc(O)c(OC)c(O)c3c(=O)c2OC)cc1	2.1	15	·	7	-3	16	-5	·	-45	·
CCOc1ccc(NC(=O)CCS(=O)(=O)c2ccc(Br)cc2)cc1	-0.9	7	-3	-1	0	10	-6	-34	2	-4
COc1ccccc1NS(=O)(=O)c1cccc(NC(=O)NCCCl)c1	-0.5	-27	-5	3	3	21	-7	-20	-5	2
CCSc1nnc(Nc2ccc(C)cc2)s1	2.6	35	-5	-13	3	17	17	-60	-161	0
CC(C)(C)SCCNC(=O)c1ccc(NS(C)(=O)=O)cc1	0.5	-9	-2	13	0	6	-2	-26	-35	4
CCC(C)OC(=O)C1=C(C)NC(=O)NC1c1ccc(F)cc1 (configuration not stated)	-0.2	7	0	-7	0	-11	9	-42	23	-8
O=S(=O)(/N=C(/NNS(=O)(=O)c1ccccc1)c1ccccc1)c1ccccc1	0.2	7	1	-1	-1	21	-6	-31	2	-6
CCN(CC)CCCN(Cc1cc2cc3c(cc2[nH]c1=O)OCO3)C(=S)Nc1ccccc1OC	-0.2	5	9	-5	3	10	-1	-10	-15	-5
O=C(/C=C/c1ccccc1)CC(O)(c1ccccc1)C(F)(F)C(F)F (configuration not stated)	-0.3	15	2	12	-3	22	3	-19	-3	-6
CSc1sc(C(=O)O)c(C)c1C(C)=O	0.3	-16	3	1	4	0	-5	0	12	-4
CC(=O)c1cccc(OCC(O)CNCC2COc3ccccc3O2)c1 (configuration not stated)	-28	-21	2	-5	-7	12	-10	-24	-4	-1
O=Cc1ccccc1-n1cncn1	-1.0	3	-2	6	5	12	-8	-28	-8	-4
CCS(=O)(=O)N1CCN(c2ccc([N+](=O)[O-])c(NCc3cccnc3)c2)CC1	-0.2	19	-4	-1	1	2	4	17	-22	-1
S=c1[nH]ncn1NCc1cccc(Br)c1	1.7	-10	·	-4	-1	44	-4	·	-1	·
COc1ccc([N+](=O)[O-])cc1NC(=O)CN(C)S(=O)(=O)c1ccccc1	-0.7	-6	2	-1	0	4	-4	-12	8	7
Cn1c(CNc2nc3ccccc3n2C)nc2ccccc21	3.9	25	4	-14	-4	26	14	-23	-81	9
CCCCN(C(=O)c1cccc(S(=O)(=O)N2CCCCC2)c1)C1CCS(=O)(=O)C1 (configuration not stated)	-0.7	2	-4	-9	-7	23	-3	-18	-8	-7
CCN1CCN(Cc2c(O)ccc3c(=O)c(-c4ccccc4OC)coc23)CC1	-0.2	·	0	-6	1	26	·	5	1	5
CC(=O)c1ccc(-c2ccc(C(=O)N3CCCc4ccccc43)o2)cc1	2.0	?	0	-33	-3	22	18	-65	-66	6
Clc1ccc(-c2cnc(Oc3ccccc3)nc2)cc1	2.7	38	-7	5	4	15	16	-127	-216	-1
CC(=O)NC(CCS(C)(=O)=O)C(=O)Nc1ccc2c(c1)OCO2 (configuration not stated)	-0.3	-9	0	-1	3	-7	-3	-22	11	-1
CC(=O)NCc1ccc2[nH]c(C)cc2c1	0.3	-41	1	-3	-2	21	-25	-4	-11	-2
O=C(COc1ccccc1F)NC1CC1	0.0	13	4	-4	-4	-3	2	-17	7	1
Cc1cc(/C=N/NC(N)=S)c(C)n1-c1ccc(Cl)c(Cl)c1	-0.4	1	6	-16	-7	8	-4	4	4	4
C[C@@H]1CCC(=O)N(CC[C@H](N=[N+]=[N-])c2ccccc2)CC1	-0.9	-2	-2	1	-2	14	-8	-17	-14	-3
COc1ccc(C(=O)C2CCCN(Cc3cc(C)c(O)c(C)c3)C2)c(OC)c1 (configuration not stated)	-1.2	-10	-1	0	-1	9	-8	-19	15	9
O=S1(=O)[C@H]2C[C@@H]3C=C[C@]2(CN1Cc1ccc(C(F)(F)F)cc1)O3	-0.2	22	·	3	-1	10	8	·	-11	·
Cc1ccccc1Cn1nnc(-c2ccc(F)cc2)n1	-0.6	9	-4	22	-2	-49	8	-44	-33	2
COc1cccc(NC(=O)CCCN2C(=O)C3CC=CCC3C2=O)c1 (configuration not stated)	-0.2	7	-3	-8	-4	-2	3	4	3	-2
CCOC(=O)c1ccc(-n2ncc(C(=O)OCC)c2N)cc1	1.6	-6	-2	-1	18	8	3	-5	-20	-2
O=C(c1ccc2nc(N3CCCCC3)sc2c1)N1CCN(c2ccccn2)CC1	3.7	3	·	3	-3	20	-7	·	-112	·
CN(CCCN1CCOCC1)Cc1nc(-c2ccccc2)no1	-0.2	1	-2	7	5	6	-3	-18	-18	-3
CN(Cc1nccs1)C(=O)c1ccc(OC2CCN(CCc3ccccc3)CC2)cc1	0.1	-1	-3	11	11	42	1	-15	-11	-7
CCOc1ccc(OCc2cccc(C(=O)O)c2)cc1	-2.7	-94	·	22	6	40	-93*	·	84*	·
Cc1cccc2nc(-c3cccnc3)c(Nc3ccccc3)n12	·	·	2	4	-2	8	·	-15	-2	-2
Cc1cc(C)c(NC(=O)CNC(=O)COC(=O)CN2C(=O)NC3(CCCC3)C2=O)c(C)c1	-20	9	·	-12	-5	9	2	·	12	·
CCOC(=O)c1c(-c2cccs2)csc1NC(=O)CN(CC)CC	-0.3	4	-1	2	-1	-1	1	-21	22	-1
CC1CCCCC1NC(=O)/C(C#N)=C/C=C/c1ccccc1[N+](=O)[O-] (configuration not stated)	-0.6	53*	0	-4	-2	23	19	7	-239	1
O=C(CCC(=O)OCC(=O)c1ccc(Br)cc1)Nc1cccc2cccnc12	-0.6	-8	0	-2	0	23	-6	-11	3	2
CCCCCN(C(=O)CCC(=O)OC(C)C(=O)Nc1cccc(C#N)c1)c1c(N)n(CCCC)c(=O)[nH]c1=O (configuration not stated)	0.2	6	·	-1	-1	8	-10	·	6	·
CCOC(=O)C1CCN(Cc2ccc(Cl)c(Cl)c2)CC1	-0.1	18	0	-1	8	-7	-1	-26	21	-1
O=C1CCCc2nn(-c3ccccc3)c(-c3ccncc3)c21	-0.1	-13	1	-4	0	11	-9	-10	-11	4
O=C(c1ccc(OC2CCN(Cc3ccccn3)CC2)cc1)N1CCC[C@H]1CO	-0.7	-32	16*	2	-6	25	-17	-4	-20	5
CN(C)S(=O)(=O)c1cccc(NC(=O)CCCC2CCCCC2)c1	0.8	1	-5	-1	-2	32	5	-60	-33	-6
O=C1CCc2cc(NS(=O)(=O)c3ccc([N+](=O)[O-])cc3)cc3c2N1CC3	-4.0	11	·	2	3	22	13	·	-7	·
O=C1c2ccccc2CN1Cc1ccccc1	1.4	26	6	1	-7	4	8	2	15	5
CC(=O)c1cccc(CN2CCC(CO)(CCOc3ccccc3)CC2)c1	1.2	7	3	11	-4	4	4	-33	5	-1
CN1CCN(C(=O)C(=O)c2cn(CC(=O)N3CCCC3)c3ccccc23)CC1	-0.4	-5	-3	?	16	6	-1	-25	6	-2
Cc1cc(=O)n(C)c(=O)n1CCCCCN1CCCC1	-0.1	-9	-4	-2	-1	33	1	-5	17	-2
O=c1c2ccccc2nc(-c2ccco2)n1-c1nc2ccccc2s1	1.4	18	3	12	3	40	-3	-20	-8	10
COc1ccc(/C=C/C(=O)OCC(=O)N2CC(=O)Nc3ccccc32)cc1	-0.3	9	0	5	8	8	-6	-10	-10	-10
O=C(CN1CCN(c2cccc(Cl)c2)CC1)Nc1ccc([N+](=O)[O-])cc1C(=O)Nc1ccccc1F	-0.2	-15	-1	14	6	15	-19	-27	-2	-7
CCn1cc(CN2CCC(C(=O)Nc3cccc(-c4cscn4)c3)CC2)cn1	0.1	-8	0	5	9	7	0	-18	0	-2
CC(=O)c1ccc(NC(=O)C(C)Sc2ccccn2)cc1 (configuration not stated)	3.7	4	9	2	5	15	10	-31	-48	2
CCOC(=O)/C(Sc1nc(-c2ccccc2)cc(-c2ccccc2)c1C#N)=C(\C)O	-1.0	9	4	3	15	30	1	-18	9	1
Cn1c(CNC(=O)c2ccccc2F)nnc1SCC(=O)Nc1nnc(C2CC2)s1	0.1	10	-2	4	-2	22	1	2	8	-7
CCOC(=O)Nc1ccc2c(c1)N(C(=O)N(C)C)c1ccccc1CC2	-0.2	-1	2	8	-8	24	5	-17	13	8
The listing continues:
SMILES	HIF activator	HSF-1 act	HSP90 inh	SKKanGAS inh	Platelet DG rel	AI-2 QS modul	HSF1 inhib	KLF5 inh	aSyn 5UTR inh	IEC-6 cytotox
COc1ccc(N2C(=O)C3CCCN3C2c2ccccc2OC)cc1 (configuration not stated)	-0.4	-10	2	2	4	41	-8	-43	-42	4
CC(C)NC(=O)/C=C/C(=O)O	-0.8	29	1	-7	5	8	-2	-25	-4	-2
O=C(CCc1nc(-c2ccccc2)no1)NCc1cccnc1	-0.1	3	4	-3	3	10	-2	-24	-26	6
Cn1ccsc1=NC(=O)c1cccc(OC(F)F)c1	-2.1	22	-1	-3	18	21	5	-129	-128	6
COc1ccc(CNC(=O)c2ccc(NC(=O)C3=CSCCO3)cc2)cc1	-1.1	18	2	-7	12	-1	4	-55	-25	8
CCN1CCCC1CNC(=S)Nc1ccc(C(C)=O)cc1 (configuration not stated)	0.9	32	5	6	-4	17	6	-19	11	-3
Clc1ccc(C2C3=C(Nc4ncnn42)c2ccccc2CC3)cc1 (configuration not stated)	1.0	20	7	70*	-3	15	10	-54	-11	0
CCOCCCNCc1cn(-c2ccc(F)cc2F)nc1-c1ccccc1C	0.1	-12	-1	3	5	14	-3	-7	18	-5
CCCN(CCC)CCCn1c(=O)[nH]c2ccccc21	-0.2	-17	-3	-1	-4	-6	-8	0	20	-5
Clc1ccc(-n2ncc3c(NCc4cccnc4)ncnc32)cc1Cl	4.1	-7	2	-1	12	14	-14	-194	-87	-1
COC(=O)[C@@H]1C[C@@]2(O)[C@@H](O)[C@@H](O)[C@@H](O)C[C@H]2N1Cc1ccc(Cl)cc1	0.2	20	·	-1	-1	24	-2	·	-30	·
COc1ccccc1C(=O)NNC(=O)c1cccc(Br)c1	2.1	28	5	-3	-3	6	16	-101	-115	-2
